p53 reactivation – restores transcriptional activity of mutant p53. H1299 p53-A138V BP100-luciferase reporter, luminescence, 24 h. 320,000 compounds, 0.063% hits. Potency, µM (titrated, usually from 92.2 µM), for inactives: at the highest dose activity change, positive = activation, usual class: activators; further: potency means the concentration at half of the fitted maximal effect; % of control where 0% means no effect; nearly all actives have a fitted effect of over 45% in size
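p53-null H1299 cells stably carrying temperature-sensitive p53-A138V and a BP100-luciferase reporter were pinned with compounds (4-point, 1:5 series) and held 24 hrs at 37 deg C. Luminescence was read 10 min after detection reagent.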
BRCA1 expr act – BRCA1 expression activation. MCF7-BRCA1-FFLuc reporter, luminescence, 48 h; response scale: scaled: vehicle 0%, 10 µM genistein 100%. Potency, µM (highest dose often 46.1 µM), inactives show top-dose activation, hits mostly activators. 380,000 compounds, 1.1% hits; further: potency means the concentration at half of the fitted maximal effect; nearly all actives have a fitted effect of over 80% in size; some results filed as inactive show a strong effect at the top dose
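Luminescence from a BRCA1-driven firefly luciferase in MCF7 cells was read after 48 h compound exposure at 37 C. Data normalized against DMSO and a 10microM genistein activation control, then curve-fitted across the titration.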
RORgamma inh – ROR gamma (mouse) transcription inhibition | P51450 | Drosophila S2 Gal4-RORgamma UAS-luciferase reporter, 20 h | Potency, µM (top dose mostly 53.6 µM), for inactives: at the highest dose activity change, negative = inhibition, actives largely listed as inhibitors | 310,000 compounds, 5.4% hits | AID 2551; further: potency means the concentration at half of the fitted maximal effect; on the % scale 0 is the no-effect control and ±100 the full control effect; nearly all actives have a fitted effect of over 60% in size
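In this cell-based reporter format, copper sulfate (700 uM final) drives Gal4–ROR gamma fusion expression from a metallothionein promoter in Drosophila Schneider cells; compounds preincubated 1 hr, reporter read after 20 hr at ambient temperature.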
ELG1 repair inh – ELG1-dependent DNA repair inhibition. HEK293T ELG1-luciferase reporter, luminescence, 16 h; DNA damage induced by 5-fluorouridine. Potency, µM (highest dose often 46.1 µM), inactives show at the highest dose activity change, negative = inhibition, usual class: inhibitors. 330,000 compounds, 2.3% hits. AID 504467; further: potency means the concentration at half of the fitted maximal effect; on the % scale 0 is the no-effect control and ±100 the full control effect; nearly all actives have a fitted effect of over 55% in size
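Overnight (16 hr) co-exposure of 2,000 cells/well to 5-fluorouridine and compound at 37 °C preceded detection. Luciferase was quantified via ONE-Glo luminescence; loss of signal denotes inhibition.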
NPC1 prom act – activates the NPC1 promoter. Huh7 NPC1 promoter luciferase reporter, 24 h. 320,000 compounds, 2.4% hits. Potency, µM (highest dose often 9.22 µM), inactives show top-dose activation, actives largely listed as activators. AID 485313;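 further: potency means the concentration at half of the fitted maximal effect; % of control where 0% means no effect; nearly all actives have a fitted effect of over 60% in size; reporter is driven by a mutant NPC1 promoter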
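Readout is luciferase luminescence, reflecting NPC1 promoter activation in stably transfected Huh7 cells after 24 h compound exposure at 37 °C in reduced-serum medium with 10% FBS.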
ELG1 genotox – inducers of genotoxicity in HEK293T ELG1-luciferase cells; HEK293T ELG1-luciferase reporter, luminescence, 16 h; Potency, µM (series often up to 46 µM), for the others: top-dose activity change, positive = activation, actives largely listed as activators; 330,000 compounds, 1.3% hits; further: potency means the concentration at half of the fitted maximal effect; % of control where 0% means no effect; nearly all actives have a fitted effect of over 60% in size
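Screening used a luciferase reporter fused to human ELG1 in HEK293T cells. Luminescence was read on a CCD plate imager after 16 hr exposure and 30 min ONE-Glo incubation.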
TRPV1 ag – human TRPV1 agonism; Q8NER1; 320,000 compounds, 0.19% hits; activation, % at 8.33 µM; TRPV1-expressing cells, Fluo-8 calcium influx, agonist mode; in the data active means activation above about 80%; inconclusive means between about 30% and that limit; further: 0% is about no effect
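Cells expressing TRPV1 were dye-loaded with Fluo-8 and read kinetically: 10 s baseline, 3 min after compound (agonist portion), then 2 min after EC20 capsaicin (allosteric enhancer portion). Calcium-bound dye fluorescence at 480/520 nm.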
FLuc modulator – firefly luciferase modulation, counter-screen for miR-21 project; AID 588342; Potency, µM (doses to about 57.5 µM), for inactives: at the top dose activity change, negative = inhibition, actives largely listed as inhibitors; purified FLuc, Km substrates, luminescence inhibition; 360,000 compounds, 6.9% hits;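 further: potency means the concentration at half of the fitted maximal effect; plate controls were vehicle for no effect and reference inhibitor for full effect; nearly all actives have a fitted effect of over 55% in size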
Target sequence (P08659 whole entry, looked up): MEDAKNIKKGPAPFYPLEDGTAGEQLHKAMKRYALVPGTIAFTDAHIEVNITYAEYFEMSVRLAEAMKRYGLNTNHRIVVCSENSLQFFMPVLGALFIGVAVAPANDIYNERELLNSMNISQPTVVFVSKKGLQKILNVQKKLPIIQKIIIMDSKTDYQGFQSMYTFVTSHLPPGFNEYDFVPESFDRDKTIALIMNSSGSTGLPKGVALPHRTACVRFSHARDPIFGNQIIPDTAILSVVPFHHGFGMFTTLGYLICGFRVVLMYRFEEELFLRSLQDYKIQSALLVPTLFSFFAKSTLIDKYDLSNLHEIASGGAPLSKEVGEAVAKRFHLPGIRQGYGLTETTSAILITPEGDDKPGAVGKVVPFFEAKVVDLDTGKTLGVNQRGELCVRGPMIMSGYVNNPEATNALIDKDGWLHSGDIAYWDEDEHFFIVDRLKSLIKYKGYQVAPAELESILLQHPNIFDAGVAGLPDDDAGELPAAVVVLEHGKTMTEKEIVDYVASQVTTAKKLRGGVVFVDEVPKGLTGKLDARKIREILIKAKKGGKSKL
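Purified P. pyralis luciferase (10nM final) with 10uM D-luciferin and 10uM ATP (Km levels) in 50mM Tris acetate pH 7.5, 10mM Mg acetate, 0.01% Tween-20, 0.05% BSA; qHTS 6-point titration, ~60 µM downward; luminescence read.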
Rab9 prom act – activates the Rab9 promoter | Potency, µM (doses to about 9.22 µM), for inactives: at the highest dose activation, negative = inhibition, hits mostly activators | 320,000 compounds, 2.8% hits | Huh7 Rab9 promoter-luciferase reporter, luminescence, 24 h; further: potency means the concentration at half of the fitted maximal effect; % of control where 0% means no effect; nearly all actives have a fitted effect of over 60% in size
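Huh7 cells stably carrying Rab9 promoter–luciferase reporter, plated 1500 cells/well, compound added after 2 h and incubated 24 h at 37 °C; luciferase luminescence then read after 10 min with detection reagent.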
Gal4-VP16 FLuc – Gal4-VP16 reporter inhibition counter-screen; Drosophila S2 Gal4-VP16 UAS-luciferase, luminescence, 20 h; Potency, µM (highest dose often 53.6 µM), for the others: top-dose activity, negative = inhibition, usual class: inhibitors; 310,000 compounds, 3.5% hits;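 further: Gal4-VP16 expression switched on by copper sulfate through the metallothionein promoter; potency means the concentration at half of the fitted maximal effect; on the % scale 0 is the no-effect control and ±100 the full control effect; nearly all actives have a fitted effect of over 50% in size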
Tb PFK inh – blocks T. brucei phosphofructokinase; T. brucei PFK, ADP-Glo luminescence; Potency, µM (doses to about 57.5 µM), inactives show at the top dose activity, negative = inhibition, hits mostly inhibitors; 330,000 compounds, 0.17% hits; AID 485367;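 further: potency means the concentration at half of the fitted maximal effect; 0% = uninhibited 1x PFK enzyme wells and -100% = no-enzyme wells; nearly all actives have a fitted effect of over 60% in size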
Target sequence (O15648 whole entry, looked up): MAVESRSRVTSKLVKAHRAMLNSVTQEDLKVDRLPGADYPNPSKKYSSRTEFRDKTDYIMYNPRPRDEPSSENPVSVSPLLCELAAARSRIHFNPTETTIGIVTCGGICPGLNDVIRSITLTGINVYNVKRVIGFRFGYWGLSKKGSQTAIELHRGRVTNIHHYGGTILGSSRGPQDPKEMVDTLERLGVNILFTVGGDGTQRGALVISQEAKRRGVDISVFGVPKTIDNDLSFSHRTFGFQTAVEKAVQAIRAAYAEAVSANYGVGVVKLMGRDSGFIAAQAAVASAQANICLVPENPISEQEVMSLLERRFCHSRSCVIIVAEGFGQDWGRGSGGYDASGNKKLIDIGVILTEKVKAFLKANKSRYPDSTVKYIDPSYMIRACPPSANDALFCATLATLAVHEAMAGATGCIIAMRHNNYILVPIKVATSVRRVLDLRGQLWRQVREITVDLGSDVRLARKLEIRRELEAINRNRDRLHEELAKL
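ADP-Glo luminescence quantified ADP after 45 min at room temperature, with 1.25 nM T. brucei PFK, 0.1 mM ATP and 0.5 mM fructose-6-phosphate in pH 8.0 TEA buffer. qHTS titrations up to 57 µM; curves classified by quality.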
Starred values were filed as active, the others as inactive; ? = inconclusive; / = no result given; [ ] = dose if it differs, or a comment. Unless noted, the call rests on the fitted dose curve; in most records, active means well fitted curve in the direction sought with a large enough effect; inconclusive means small, poorly fitted or top-dose-only effect, or another doubt; inactive means no such curve, though single readings can be large; an effect the other way counts as inactive or inconclusive.

SMILES	p53 reactivation	BRCA1 expr act	RORgamma inh	ELG1 repair inh	NPC1 prom act	ELG1 genotox	TRPV1 ag	FLuc modulator	Rab9 prom act	Gal4-VP16 FLuc	Tb PFK inh
CC1=C(C(=O)Nc2ccccn2)C(c2ccc(N(C)C)cc2)n2ncnc2N1 (stereo not given)	?	?	0%	10%	0%	1%	-2	-2%	23%	-8%	-1%
O=[N+]([O-])c1ccc(N2CCN(C(=S)NC3CCCCC3)CC2)cc1	-5%	-57%	-1%	?	0%	-5%	1	4%	-5%	?	-6%
COc1ccc(-c2ccc(/C=C3/C(=N)N4C(C)=CSC4=NC3=O)o2)c([N+](=O)[O-])c1	-4%	-8%	11µM*	?	1%	1%	0	?	-2%	?	2%
Cc1cccc(-n2c(O)c(C=Nc3ccccc3O)c3ccccc3c2=O)n1	-5%	7%	13%	23µM*	-2%	-9%	3	1%	1%	-25%	11%
O=C(Nc1cccc(Cl)c1)c1cc(S(=O)(=O)N2CCCCC2)c[nH]1	14%	-11%	-1%	12%	0%	2%	2	8%	2%	0%	2%
CCc1ccc(N2CC(C(=O)Nc3cc(C)on3)CC2=O)cc1 (stereo not given)	-4%	-1%	23%	9%	-6%	1%	?	6%	-9%	-7%	-2%
Cc1nn(C)cc1CN(C)C(=O)c1cc2nc(-c3ccco3)cc(C(F)(F)F)n2n1	-1%	-16%	-7%	-18%	0%	-6%	10	-1%	-1%	7%	6%
CCOCCCNC(=S)N1C2CCC1CC(NC(=O)Nc1ccc(C(=O)OCC)cc1)C2 (stereo not given)	1%	3%	25%	-22%	-3%	-1%	-1	0%	-9%	-15%	-1%
COc1ccc(-n2c(=O)/c(=C\c3cccs3)s/c2=C(/C#N)C(=O)NCCN2CCOCC2)cc1	1%	0%	2%	3%	-4%	1%	1	-1%	-42%[inhibitor]	-5%	-4%
COC(C[C@H](O)CC(=O)[C@H](C)OCc1ccccc1)OC	2%	6%	23%	?	-1%	2%	-2	-1%	8%	?	0%
CCN(CC)CCCn1c2c(c(SCC(=O)Nc3cc(OC)cc(OC)c3)nc1=O)CCC2	-4%	-30%	/	5%	-6%	1%	1	-1%	-4%	/	-5%
Cc1ccc2cc(COC(=O)c3cccc([N+](=O)[O-])c3)c(=O)[nH]c2c1	2%	-27%	36%	-2%	2%	2%	-1	-12%	-4%	-5%	-1%
Cc1nnc(N/N=C\c2ccc(-c3cccc(C(=O)O)c3)o2)n1N	-9%	-91%[inhibitor]	?	-16%	-1%	0%	-3	11µM*	?	?	?
CC(=O)c1cccc(NC=C2C(=O)OC3(CCCCC3)OC2=O)c1	7%	35%	15%	19%	0%	4%	3	-15%	0%	-1%	4%
Cc1ccc2c(c1)NC(=O)C(CC(=O)NCCN(C)C)O2 (stereo not given)	0%	2%	-5%	11%	1%	0%	2	0%	-8%	1%	2%
Cc1cc(C)c(NC(=O)CCN2C(=O)c3ccccc3S2(=O)=O)c(C)c1	-4%	1%	/	1%	-2%	1%	-2	8%	-2%	/	5%
CCCc1cc(=O)[nH]c(SCC(=O)N2CCc3ccccc3C2)n1	3%	-14%	/	1%	3%	1%	-9	/	-10%	/	-2%
CCOC(=O)/C(C#N)=C/c1c(Oc2cccc(C)c2)nc2c(C)cccn2c1=O	-2%	-2%	-12%	1%	-3%	1%	13	-1%	0%	-12%	-5%
CC(C)Oc1ccc(NC(=O)Oc2ccccc2)cc1	13%	26%	-4%	17%	0%	-3%	6	?	1%	-22%	3%
O=C(NC1CC1)C1CCN(c2nc3ccccc3s2)CC1	?	?	-2%	?	?	?	26	?	?	17%	-4%
CC(=O)NC1(C(F)(F)F)N=C(c2ccccc2)NC1=O (stereo not given)	12%	1%	16%	10%	-1%	2%	1	3%	-6%	-4%	-3%
O=C(N/N=C/c1ccc([N+](=O)[O-])o1)c1ccccc1-n1cccc1	29%	-82%	-11%	-46%	-1%	-20%	-3	-1%	-8%	?	-2%
Cc1ccc(OCC(=O)c2cc(C)n(-c3ccccc3)c2C)c([N+](=O)[O-])n1	-11%	-69%	-66%	-15%	-3%	-4%	14	19µM*	-6%	?	1%
CCCn1c(=NC(=O)CS(=O)(=O)c2ccccc2)sc2cc(S(C)(=O)=O)ccc21	-5%	-14%	/	-12%	5%	-5%	-2	-1%	-7%	/	0%
COc1ccc(/C=N/NC(=O)c2ccc3nc[nH]c3c2)c(OC)c1OC	-2%	-28%	?	-1%	-5%	-4%	-10	-20%	-1%	?	-23%

Remaining list, next part:
SMILES	p53 reactivation	BRCA1 expr act	RORgamma inh	ELG1 repair inh	NPC1 prom act	ELG1 genotox	TRPV1 ag	FLuc modulator	Rab9 prom act	Gal4-VP16 FLuc	Tb PFK inh
CN(Cc1ccon1)Cc1cn(C)nc1-c1ccc2c(c1)OCCO2	0%	-2%	3%	3%	-3%	2%	0	-9%	1%	-7%	1%
O=C(Nc1ccc2nc[nH]c2c1)c1ccco1	14%	?	-25%	?	19%	?	0	19µM*	?	?	-4%
O=C(O)c1ccc(NC(=O)c2ccccc2NC(=O)c2cccc(F)c2)cc1	?	-1%	16%[1.91 µM]	1%	-5%	2%	2	?	3%	-11%	1%
N#CC(C(N)=O)=C1CCC2(CC1)OCCCCO2	2%	2%	22%	3%	0%	3%	1	0%	0%	5%	-5%
C[C@]12c3[nH]c4ccccc4c3CCN1C(=O)C(CC(=O)NCc1ccco1)C[C@@H]2C(=O)N1CCOCC1 (stereo not given in full)	0%	-9%	/	5%	/	-1%	/	/	/	/	-1%
CN(C)C(=O)N1CCC(C(=O)NCc2ccc(F)cc2Cl)CC1	1%	-6%	18%	14%	-2%	0%	-2	-1%	0%	-4%	-1%
O=C(Nc1ccc([N+](=O)[O-])cc1)C1COc2ccccc2O1 (stereo not given)	?	-7%	9%	14%	0%	-2%	?	-3%	0%	28%	-11%
CCCCCCCNc1cccc(C)c1	0%	13%	8%	0%	-2%	3%	-2	?	11%	-6%	0%
CN1C(=O)C2(C(C#N)=C(N)Oc3c2oc(CO)cc3=O)c2ccccc21 (stereo not given)	-10%	-4%	-15%	22%	1%	-1%	0	0%	-1%	10%	-5%
COC(=O)/C(=C\c1cc(OC)c(OC)c(OC)c1)c1nc2ccccc2[nH]1	-9%	-62%	-40%	?	-10%	-6%	8	?	-4%	16%	-2%
Cc1ccccc1CN1CCN(S(=O)(=O)c2cccc3nsnc23)CC1	-25%	-17%	3%	-15%	0%	-11%	7	5%	-2%	-1%	0%
CCOC(=O)c1ccc(N=Cc2nc(-c3ccccc3)oc2OC(C)=O)cc1	4%	12%	1%	?	-4%	9%	2	?	1%	23%	?
CCO[C@@H]1OC(C(=O)NCc2ccccc2)=C[C@H](c2ccccc2)[C@H]1CCCO	-1%	-15%	34%	-4%	-1%	0%	7	4%	2%	1%	-2%
CC(C)(C)C1CCC(C(=O)Nc2nccs2)CC1 (stereo not given)	?	78%	4.5µM*	?	?	-1%	29	?	27%	8.9µM*	-6%
Cc1ccc2cc(C#N)c(SCC(=O)NNC(=O)Cc3ccccc3)nc2c1	8%	3%	5%[10 µM]	?	-4%	?	0	0%	8%	0%	2%
O=C(O)CCN1c2ccccc2Sc2ccccc21	-3%	-4%	17%	12%	2%	-1%	-2	-2%	-3%	-4%	8%
Cc1cc(C(=O)Nc2ccccc2)oc1C	12%	?	-37%	?	?	?	?	12µM*	2.8µM*	-30%	?
COCCn1c(C)cc(/C=C2/SC(=O)N(C(C)C(=O)OC)C2=O)c1C (stereo not given)	10%	?	14%	?	1.4µM*	8.2µM*	4	2.4µM*	1.6µM*	-25%	0%
O=C(Nc1cccc(/C=C/c2nc3ccccc3c(=O)[nH]2)c1)c1ccccc1Cl	4%	80%	20%	?	?	0%	-1	-12%	?	-1%	-10%
O=C(N/N=C/c1ccc2c(c1)OCCO2)c1ccncc1	6%	-11%	-4%	16%	-2%	7%	17	9.5µM*	-2%	0%	-2%

Shown in markdown: 3 of the compounds above.
| smiles | p53 reactivation | BRCA1 expr act | RORgamma inh | ELG1 repair inh | NPC1 prom act | ELG1 genotox | TRPV1 ag | FLuc modulator | Rab9 prom act | Gal4-VP16 FLuc | Tb PFK inh |
| --- | --- | --- | --- | --- | --- | --- | --- | --- | --- | --- | --- |
| N#CC(C(N)=O)=C1CCC2(CC1)OCCCCO2 | 2% | 2% | 22% | 3% | 0% | 3% | 1 | 0% | 0% | 5% | -5% |
| CCOC(=O)c1ccc(N=Cc2nc(-c3ccccc3)oc2OC(C)=O)cc1 | 4% | 12% | 1% | ? | -4% | 9% | 2 | ? | 1% | 23% | ? |
| O=C(Nc1ccc([N+](=O)[O-])cc1)C1COc2ccccc2O1 (stereo not given) | ? | -7% | 9% | 14% | 0% | -2% | ? | -3% | 0% | 28% | -11% |
